Screening data (PubChem BioAssay)
NOTCH ag = agonists of NOTCH signaling | actives 0.4% (n = 15,000) | activation, % at 2.5 µM | NOTCH signaling luciferase reporter cells, luminescence; in the data active means activation above about 2.2%
OPRK1 antag MB = OPRK1 (human) antagonism, Maybridge screen; OPRK1 cells, antagonist mode, fluorescence readout; inhibition, % at 9 µM; actives 0.4% (n = 16,000); AID 652031; in the data active means inhibition above about 50%
PME-1 Maybridge = inhibitors of human PME-1 in Maybridge library; actives 0.5% (n = 16,000); recombinant PME-1, FP-Rh probe fluorescence polarization; AID 2291; Q9Y570; inhibition, % at 9 µM; in the data active means inhibition above about 30%
Target sequence (Q9Y570 whole entry, looked up): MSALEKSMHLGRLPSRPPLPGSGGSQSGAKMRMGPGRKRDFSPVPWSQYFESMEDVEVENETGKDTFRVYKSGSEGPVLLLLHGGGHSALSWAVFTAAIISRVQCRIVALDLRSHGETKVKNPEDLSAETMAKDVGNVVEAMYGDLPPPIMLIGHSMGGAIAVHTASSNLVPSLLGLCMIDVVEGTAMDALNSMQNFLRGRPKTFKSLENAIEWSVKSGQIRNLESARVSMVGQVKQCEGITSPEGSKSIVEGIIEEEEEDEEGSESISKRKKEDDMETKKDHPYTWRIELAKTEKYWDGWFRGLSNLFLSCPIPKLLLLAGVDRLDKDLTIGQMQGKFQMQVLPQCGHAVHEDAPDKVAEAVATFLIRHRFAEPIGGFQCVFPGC
S1P1 ag = S1P1 (human) receptor agonism; P21453; S1P1 agonist cell-based reporter assay; activation, % at 4.5 µM; actives 1.5% (n = 16,000); in the data active means activation above about 80%
Target sequence (P21453 whole entry, looked up): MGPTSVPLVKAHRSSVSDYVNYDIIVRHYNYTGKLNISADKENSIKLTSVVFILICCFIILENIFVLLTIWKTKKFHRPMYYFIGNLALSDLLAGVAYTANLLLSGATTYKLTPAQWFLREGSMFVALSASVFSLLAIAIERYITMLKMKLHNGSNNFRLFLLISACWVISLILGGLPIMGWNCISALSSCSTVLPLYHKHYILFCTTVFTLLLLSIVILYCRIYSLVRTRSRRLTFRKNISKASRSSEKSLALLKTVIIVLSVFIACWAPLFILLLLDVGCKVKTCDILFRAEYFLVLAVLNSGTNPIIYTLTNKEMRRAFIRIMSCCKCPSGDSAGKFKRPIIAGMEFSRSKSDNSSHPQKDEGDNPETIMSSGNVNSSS
TLR4 MyD88 blk = TLR4-MyD88 interaction inhibition | Cell-based TLR4-MyD88 binding inhibition assay | inhibition, % at 10 µM | actives 0.06% (n = 16,000) | AID 811; in the data active means inhibition above about 45%
rat GALR2 ag = GALR2 (rat) receptor agonism. cell-based GALR2 agonist screen. activation, % at 10 µM. actives 0.5% (n = 16,000). AID 833; in the data active means activation above about 15%
luminol inh ctr = luminol signal inhibition, Nox1 inhibitor counter-screen. actives 0.4% (n = 16,000). inhibition, % at 6.7 µM. AID 1823. HRP/luminol/H2O2 chemiluminescence counterscreen; further: reference of the scale not given here
Nox1 inh = inhibitors of human NADPH oxidase 1 (Nox1); Q9Y5S8; HT29 cells, luminol chemiluminescence ROS; inhibition, % at 6.7 µM; actives 0.81% (n = 16,000)
Starred values were filed as active, the others as inactive; . = no result given. Unless noted, no stated cut-off is given here; in the data, active means inhibition above about 75%; inactive means the rest.

no.	smiles	luminol inh ctr	OPRK1 antag MB	PME-1 Maybridge	S1P1 ag	TLR4 MyD88 blk	Nox1 inh	NOTCH ag	rat GALR2 ag
1	CCOC(=O)c1c(O)c2scc(C)c2[nH]c1=O	5	19	-3	10	12	-49	-0.8	-5
2	O=[N+]([O-])c1ccc(-c2csc(-c3ccncc3)n2)cc1	5	27	3	16	6	-28	-0.2	-6
3	CC(C)(CC(=O)O)CC(=O)Nc1ccccc1N1CCOCC1	3	23	-3	-7	-1	-29	-0.1	-7
4	CC(C)(C)C(=O)O/N=C(\N)c1ccc([N+](=O)[O-])s1	4	20	-1	-3	5	-20	-0.8	-3
5	Cn1cnc([N+](=O)[O-])c1NCc1ccc2c(c1)OCO2	-6	13	5	0	-5	12	0.2	-5
6	CN(C)/C=C/C(=O)c1ccc([N+](=O)[O-])cc1Cl	2	-12	-2	6	-5	-32	0.5	-4
7	CCOC(=O)c1c(OC)cccc1OC	2	2	1	5	4	-69	-0.4	-6
8	COc1cc(-c2nnc(SCC(=O)c3cccs3)n2C)cc(OC)c1OC	-5	13	5	-18	1	-17	-5.6	-5
9	C=CCN1C(=O)NC(C)(C)C1=O	3	1	-3	10	0	-79	-5.3	-6
10	Cn1cccc1CNCC(O)C(F)(F)F (stereo unspecified)	3	0	-2	6	-4	-30	-0.6	-2
11	O=C(c1csc(-c2ccccc2)n1)N1CC=C(c2ccccc2)CC1	-13	-4	3	12	-16	17	-0.6	-7
12	O=C(O)CC1(CC(=O)Nc2cc3ccccc3cn2)CCCCC1	-2	7	0	8	0	-7	-0.5	-6
13	COC(=O)c1ccc(CO/N=C(\N)c2cc(Cl)c(N)c(Cl)c2)o1	4	-25	2	6	2	-20	0.1	-6
14	CSC1=NCCN1C(=O)c1c(-c2ccccc2Cl)noc1C	-6	28	4	-18	-1	-10	0.5	-4
15	O=[N+]([O-])c1cc2c(c([N+](=O)[O-])c1)Nc1cc(Cl)ccc1O2	1	11	0	5	-3	-29	0.7	-8
16	CCOC(=O)c1ccc(N=Cc2ccccn2)cc1	-6	3	3	-11	-4	9	-1.1	-4
17	Cc1nc(CS(=O)(=O)c2ccccn2)sc1C(=O)NN	11	-13	1	-8	4	-65	-0.3	-6
18	O=C(Cc1cccs1)NCc1ccc(-c2ccc(F)cc2F)o1	-4	-22	5	1	-2	-64	-1.0	0
19	COCc1cc(=O)oc2cc(OC(C)=O)ccc12	-1	-7	17	-12	-6	-95	-0.4	-2
20	Cc1onc(-c2c(Cl)cccc2Cl)c1NC(=O)N1CCc2sccc2C1C (stereo unspecified)	0	-15	1	-7	5	-85	-0.5	-3

no.	smiles	luminol inh ctr	OPRK1 antag MB	PME-1 Maybridge	S1P1 ag	TLR4 MyD88 blk	Nox1 inh	NOTCH ag	rat GALR2 ag
21	Cc1ccc(-c2csc3ncn4nnnc4c23)cc1	-5	0	7	-5	-6	-3	0.0	-2
22	CC(=O)Nc1cc(=O)[nH]c(-c2ccccn2)n1	-2	5	2	4	1	21	0.5	-3
23	O=C1c2ccccc2-c2n[nH]c3cccc1c23	-1	-2	-3	-35	4	-32	-1.0	-5
24	Fc1cccc2c1CNC(=S)N2	3	0	-1	0	0	-28	-0.1	-8
25	Cc1ccccc1NC(=O)c1ccc2ncsc2c1	2	8	1	6	-2	-57	-0.6	-5
26	Cc1onc(-c2c(Cl)cccc2Cl)c1C(=O)NCc1ccccn1	-3	-9	1	-5	5	-24	0.3	-7
27	Cc1nc(C(F)(F)F)ccc1C(=O)Oc1ccccc1N1CCCCC1	-1	-3	-1	9	.	-17	0.3	-4
28	O=C(Nc1cc(-c2cccs2)nn1-c1ccc(F)cc1)C1CCC1	4	-36	2	-3	0	-50	-0.6	-8
29	NNC(=S)Nc1ccc(OCc2ccccc2)cc1	-18	14	1	23	7	-9	-0.3	-7
30	Cc1nc(-c2ccncc2)ncc1-c1nsc(Nc2ccccc2)n1	1	0	-1	-15	-7	-4	-0.8	1
31	CS(=O)(=NC(=S)NC(=O)Oc1ccccc1)c1ccc(Cl)cc1 (stereo unspecified)	-28	-3	3	-2	3	-20	0.7	10
32	CCSc1nc(N)cc(=O)[nH]1	-3	7	6	-2	-3	4	0.2	-5
33	O=c1cc(CSc2n[nH]c(=O)n2-c2ccc3c(c2)OCCO3)c2ccc(O)cc2o1	4	-3	-2	9	-3	-24	-0.4	-2
34	O=[N+]([O-])c1cc(Cl)ccc1N=Nc1cc(F)cc(F)c1O	5	9	5	-9	-8	-30	-6.0	-6
35	O=C(c1ccccc1I)c1c[nH]c2ccccc12	-2	2	-2	31	-8	14	-0.3	-4
36	COC(=O)C1=C(Nc2ccccc2NC(=O)c2c(Cl)cccc2Cl)CSC1	9	-6	0	-9	-17	-13	0.1	-9
37	FC(F)(F)c1cnc(NCCNc2nccc(C(F)(F)F)n2)c(Cl)c1	-2	-1	5	-16	-7	-33	-0.4	-9
38	c1ccc(CSc2nccc(-c3ccco3)n2)cc1	4	-7	-4	-7	3	-47	-1.0	-6
39	O=S(=O)(NC1=NCCCN1)c1cc(C(F)(F)F)cc(C(F)(F)F)c1	3	18	0	10	-4	-20	-0.1	-5
40	O=C(c1nc2ccccc2s1)N1CCSCC1	2	-5	-1	-4	1	-2	-0.4	-9

Filtered by structure: those above with a carbonyl joined to an NH by a bond outside any ring.
no.	smiles	luminol inh ctr	OPRK1 antag MB	PME-1 Maybridge	S1P1 ag	TLR4 MyD88 blk	Nox1 inh	NOTCH ag	rat GALR2 ag
3	CC(C)(CC(=O)O)CC(=O)Nc1ccccc1N1CCOCC1	3	23	-3	-7	-1	-29	-0.1	-7
12	O=C(O)CC1(CC(=O)Nc2cc3ccccc3cn2)CCCCC1	-2	7	0	8	0	-7	-0.5	-6
17	Cc1nc(CS(=O)(=O)c2ccccn2)sc1C(=O)NN	11	-13	1	-8	4	-65	-0.3	-6
18	O=C(Cc1cccs1)NCc1ccc(-c2ccc(F)cc2F)o1	-4	-22	5	1	-2	-64	-1.0	0
20	Cc1onc(-c2c(Cl)cccc2Cl)c1NC(=O)N1CCc2sccc2C1C (stereo unspecified)	0	-15	1	-7	5	-85	-0.5	-3
22	CC(=O)Nc1cc(=O)[nH]c(-c2ccccn2)n1	-2	5	2	4	1	21	0.5	-3
25	Cc1ccccc1NC(=O)c1ccc2ncsc2c1	2	8	1	6	-2	-57	-0.6	-5
26	Cc1onc(-c2c(Cl)cccc2Cl)c1C(=O)NCc1ccccn1	-3	-9	1	-5	5	-24	0.3	-7
28	O=C(Nc1cc(-c2cccs2)nn1-c1ccc(F)cc1)C1CCC1	4	-36	2	-3	0	-50	-0.6	-8
31	CS(=O)(=NC(=S)NC(=O)Oc1ccccc1)c1ccc(Cl)cc1 (stereo unspecified)	-28	-3	3	-2	3	-20	0.7	10
36	COC(=O)C1=C(Nc2ccccc2NC(=O)c2c(Cl)cccc2Cl)CSC1	9	-6	0	-9	-17	-13	0.1	-9

Additional compounds
no.	smiles	luminol inh ctr	OPRK1 antag MB	PME-1 Maybridge	S1P1 ag	TLR4 MyD88 blk	Nox1 inh	NOTCH ag	rat GALR2 ag
41	O=C(CSc1c(F)c(F)c(F)c(F)c1F)Nc1ccc(C2SCCS2)cc1	4	-12	147*	67	4	-71	-0.4	-5
42	S=C(NNc1nccc(-c2cccnc2)n1)Nc1ccccc1	2	10	3	3	-4	86*	-0.3	-7
43	O=[N+]([O-])c1ccccc1-c1ncc2ccccn12	4	-3	-1	29	14	-51	-0.1	-5
44	NNC(=O)c1csc(-c2ccccc2)n1	5	20	1	-8	-9	-16	-5.6	-4
45	Cc1ccc(S(=O)(=O)NC(=O)Nc2ccccc2N2CCCCC2)cc1	2	18	4	-4	-5	-21	0.6	-8
46	COC(=O)NC12CCCC(CCC1)C2	2	6	-5	50	11	-30	-0.4	-8
47	CC1CCCC(C)N1c1nn(C)c(=O)[nH]1 (stereo unspecified)	26	6	0	2	-12	-19	-0.6	-6
48	CC(C)(C)NC(=NCC1CC1)NN	2	9	-2	5	-6	1	-0.1	-5
49	Cc1cc(C)c2c(n1)sc1c(=O)sc(NC(=O)c3ccc(C(F)(F)F)nc3C)nc12	3	1	-8	1	.	-28	-0.2	-3
50	CCOC(=O)c1sc2sc(C(=O)OCC)c(C(C)(C)C)c2c1N	-5	1	2	-11	-3	3	-0.1	-2
51	COc1ccc(-c2ccc3ccccc3n2)cc1OC	0	10	0	-10	17	-55	0.1	-6
52	CSc1nc(-n2nc(C)cc2C)nc(-c2ccco2)c1C#N	1	-18	-2	-12	-7	-107	-0.2	-4
53	N#Cc1cnc(SCC(=O)NC(=O)Nc2ccccc2)nc1N	2	-2	2	4	15	-30	-0.7	-2
54	CCOC(=O)c1nc(C)sc1-c1ccnn1C(=O)c1cccc(Cl)c1	-6	-6	5	-29	-8	-16	0.4	-6
55	Nc1nccc(-c2ccc(NC(=O)Nc3ccc(OC(F)(F)F)cc3)cc2)n1	-1	15	-17	18	-4	9	-0.2	-6
56	COc1ccc(Br)c(-c2nc(-c3cccs3)no2)c1	-1	18	-5	47	1	-10	-0.2	-9
57	C=C(C1CC1)N(Cc1ccccc1)C(=O)c1cccc(F)c1	-1	-20	2	7	6	-11	0.3	-6
58	CCOC(=O)C(NCCc1ccc(OC)c(OC)c1)(NC(=O)c1ccccc1Cl)C(F)(F)F (stereo unspecified)	0	-16	1	-1	5	-1	-0.5	-4
59	Cc1ccc(C)n1CCn1c(C)ccc1C	-8	7	2	-4	0	8	-0.1	-8
60	COc1ccc([N+](=O)[O-])c(OC)c1C(=O)Oc1c(Br)cc(C(F)(F)F)cc1[N+](=O)[O-]	-1	-10	4	34	0	24	-0.2	-8

Entries shown so far that contain a furan ring, fused or not:
no.	smiles	luminol inh ctr	OPRK1 antag MB	PME-1 Maybridge	S1P1 ag	TLR4 MyD88 blk	Nox1 inh	NOTCH ag	rat GALR2 ag
13	COC(=O)c1ccc(CO/N=C(\N)c2cc(Cl)c(N)c(Cl)c2)o1	4	-25	2	6	2	-20	0.1	-6
18	O=C(Cc1cccs1)NCc1ccc(-c2ccc(F)cc2F)o1	-4	-22	5	1	-2	-64	-1.0	0
38	c1ccc(CSc2nccc(-c3ccco3)n2)cc1	4	-7	-4	-7	3	-47	-1.0	-6
52	CSc1nc(-n2nc(C)cc2C)nc(-c2ccco2)c1C#N	1	-18	-2	-12	-7	-107	-0.2	-4

Continued:
no.	smiles	luminol inh ctr	OPRK1 antag MB	PME-1 Maybridge	S1P1 ag	TLR4 MyD88 blk	Nox1 inh	NOTCH ag	rat GALR2 ag
61	Cc1onc(-c2ccccc2)c1C(=O)Cn1cc([N+](=O)[O-])nc1C	3	5	4	-12	2	38	-0.8	-4
62	CSc1nn(CSc2c(Cl)cccc2Cl)c(=S)s1	-1	2	1	15	-2	-61	-1.0	-7
63	O=C(Nc1cc(Cl)cc(Cl)c1)c1ccccc1F	1	28	-6	-10	-11	-42	0.2	-5
64	CCCCCCCCCCOc1ccc(C(C)=O)cc1	0	-2	-1	17	3	-15	-0.5	-7
65	COc1ccc(-c2n[nH]c(=S)n2-c2ccccc2Cl)cc1	13	4	-2	14	9	-80	-0.5	-2
66	O=C(Nc1cccc([N+](=O)[O-])c1)C(=S)NCc1ccco1	0	-22	-4	14	-5	-72	-0.8	-4
67	CCOC(=O)/C(C#N)=C/NNc1c(C)csc1C(=O)OC	4	9	-3	-20	10	-31	0.1	-5
68	O=C(NCC1CC1)NC(=O)c1c(Cl)cccc1Cl	-1	6	4	-7	-12	24	0.9	-3
69	CC(=O)C(Sc1nnnn1-c1ccccc1)C(C)=O	-2	4	0	6	4	-13	1.6	-7
70	CC(C)(C)c1ccc(NC(=O)CSc2ccc(Cl)cc2)cc1	0	6	-3	-12	4	3	-0.9	5
71	O=C(Nc1cccc(C(F)(F)F)c1)N1CCOC12CCCCC2	-6	4	4	10	-6	5	0.1	-4
72	c1ccc(SCc2nn[nH]n2)nc1	-1	-5	-2	1	5	-51	-0.7	-7

Looked up above:
#64 in luminol inh ctr: 0
#69 in NOTCH ag: 1.6
